# Screening data from PubChem.
# HepG2 tox: qHTS for Inhibitors of TGF-b: Cytotox Counterscreen; HepG2 CAGA-GFP viability, ATP luminescence, 18 h; Potency, µM (titrated, usually from 46.1 µM), without a hit: top-dose activity change, negative = cytotoxicity, most hits filed as cytotoxic; actives 0.76% (n = 410,000); AID 588856, 2011; further: potency means the concentration at half of the fitted maximal effect; some results filed as inactive show a strong effect at the top dose
#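 HepG2 CAGA-GFP cells (1000/well, DMEM with 1% FBS) received compound, then TGF-beta at 500 pg/mL final, and were incubated 18 hours at 37 degrees C. Viability was read by CellTiter-Glo luminescence. Media-only wells were set as complete cell-killing and DMSO as no toxicity.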
# ATXN2 expr inh: Primary qHTS for Inhibitors of ATXN expression; HEK-293 ATXN2-luciferase reporter, luminescence, 24 h; Potency, µM (series often up to 57 µM), for the others: at the highest dose activity change, negative = inhibition, hits mostly inhibitors; actives 0.72% (n = 360,000); further: potency means the concentration at half of the fitted maximal effect; on the % scale 0 is the no-effect control and ±100 the full control effect; nearly all actives have a fitted effect of over 55% in size
#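 ATXN2-luciferase reporter cells (luciferase flanked by upstream and downstream ATXN2 gene portions) were treated 24 h at 37 °C with compounds at up to 57 uM. SteadyGlo luminescence gave expression; GF-AFC fluorescence gave viability.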
# SW480 rerep: A quantitative high throughput screen for small molecules that induce DNA re-replication in SW480 colon adenocarcinoma cells; SW480 DNA re-replication, Hoechst DNA content imaging, 48 h; actives 1.8% (n = 340,000); Potency, µM (doses to about 46.1 µM), inactives show top-dose re-replication activation, most hits filed as activators; further: potency means the concentration at half of the fitted maximal effect; % of control where 0% means no effect; nearly all actives have a fitted effect of over 55% in size
#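 Readout is total intensity of Hoechst-stained nuclei, excited at 405 nm and collected at 500-530 nm. Compound treatment lasted 48 hr at 37 C in 5% CO2 before staining.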
# HT1080 IDH1KD tx: qHTS for induction of synthetic lethality in tumor cells producing 2HG: qHTS for the HT-1080-IDH1KD cell line | HT-1080 IDH1 knockdown viability, ATP luminescence, 48 h | Potency, µM (titrated, usually from 46.1 µM), for inactives: at the highest dose activity, negative = toxicity, usual class: cytotoxic | actives 2% (n = 360,000) | AID 686971, 2013;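 further: potency means the concentration at half of the fitted maximal effect; 0% = DMSO wells and -100% = cell-free medium wells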
#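 Using the IDH1-knockdown HT-1080 line run in the same batch and compound series as the NT line, viability after 48 h at 37 °C was determined by CellTiter-Glo luminescence and expressed as % activity.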
# IL-1B inflam inh: qHTS for Inhibitors of Inflammasome Signaling: IL-1-beta AlphaLISA Primary Screen; actives 4.7% (n = 360,000); THP-1 LPS/ATP IL-1B secretion, AlphaLISA, 16 h; hits give low values; AID 743279, 2014; activity change, % at 57.5 µM; in the data active means activity change below about -50%; inconclusive means mostly about -30% to -49%; further: on the % scale 0 is the no-effect control and ±100 the full control effect
#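 Secreted IL-1B measured by AlphaLISA bead assay after 16 h compound exposure of THP-1 cells; compounds (final up to 57.5 uM) added 1 h before LPS (250 ng/mL) and ATP (1.25 mM) stimulation; lower signal means less secretion.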
# MCF10A rereplic: A quantitative high throughput screen for small molecules that induce DNA re-replication in MCF 10a normal breast cells | Potency, µM (highest dose often 46.1 µM), for inactives: at the top dose activity, positive = re-replication, hits mostly activators | actives 2.9% (n = 350,000) | MCF 10A DNA re-replication, Hoechst nuclear intensity, 48 h | AID 624296, 2012; further: potency means the concentration at half of the fitted maximal effect; % of control where 0% means no effect; nearly all actives have a fitted effect of over 50% in size
# HT1080-NT tox: qHTS for induction of synthetic lethality in tumor cells producing 2HG: qHTS for the HT-1080-NT fibrosarcoma cell line; Potency, µM (series often up to 46.1 µM), for the others: at the top dose activity, negative = less viability, actives largely listed as cytotoxic; actives 1.6% (n = 360,000); HT-1080-NT fibrosarcoma viability, CellTiter-Glo ATP luminescence, 48 h;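 further: NT is the 2HG producing partner of a matched IDH1 knockdown line; potency means the concentration at half of the fitted maximal effect; 0% = DMSO-treated cells and -100% = media-only wells without cells; nearly all actives have a fitted effect of over 55% in size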
#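 Viability of the 2HG-overproducing fibrosarcoma line after 48 hours of compound exposure at 37 degrees C was determined by luminescence with CellTiter-Glo, and concentration-effect curves were then fitted and categorized.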
# S2 tox: Viability Counterscreen for Primary qHTS for Inhibitors of ATXN expression | S2 cells (HEK-293 line with an ATXN2-luciferase reporter) viability, CellTiter-Fluor protease fluorescence, 24 h | Potency, µM (highest dose often 56.7 µM), hits mostly cytotoxic | actives 0.49% (n = 400,000) | AID 651635, 2014; further: potency means the concentration at half of the fitted maximal effect; nearly all actives have a fitted effect of over 40% in size
# KB-3-1 cytotox: qHTS assay for MDR1-selective chemotherapeutics: Primary screen using the parental adenocarcinoma cell KB-3-1; KB-3-1 viability, CellTiter-Glo ATP luminescence, 72 h; actives 1.4% (n = 400,000); Potency, µM (series often up to 46.1 µM), without a hit: at the top dose activity change, negative = cytotoxic, most hits filed as cytotoxic; AID 1347075, 2019; further: potency means the concentration at half of the fitted maximal effect; on the % scale 0 is the no-effect control and ±100 the full control effect; nearly all actives have a fitted effect of over 60% in size
#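 Parental KB-3-1 adenocarcinoma cells in phenol-red-free DMEM with 10% FBS were pin-treated with compounds at several concentrations, incubated 72 h at 37 °C, and viability read by CellTiter-Glo luminescence; concentration-effect curves were fitted after normalization.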
# An asterisk follows results filed as active; i = inactive; ? = inconclusive; . = not tested or not shown; & = joins results of further samples; [ ] = remark or other dose. Unless noted, the call rests on the fitted dose curve; in most records, active means well fitted curve in the direction sought with a large enough effect; inconclusive means small, poorly fitted or top-dose-only effect, or another doubt; inactive means no such curve, though single readings can be large; an effect the other way counts as inactive or inconclusive. The order is random, and some 8.9% of all compounds hit somewhere here.
SMILES,HepG2 tox,ATXN2 expr inh,SW480 rerep,HT1080 IDH1KD tx,IL-1B inflam inh,MCF10A rereplic,HT1080-NT tox,S2 tox,KB-3-1 cytotox
CC(=O)Nc1ccc2cc3ccc(NC(C)=O)cc3nc2c1,13µM*,7%,-4%,?,37,-8%,?,.,23µM*
Clc1ccc(CNCC2CCCO2)cc1 (stereo unspecified),-4%,3%,2%,2%,-2,0%,-11%,i,-2%
Brc1ccccc1OCCCn1cnc2ccccc21,-29%,84%[activator],4%,-2%,-25,11%,-12%,i,?
O=C(CCCOc1ccccc1)NNC(=O)c1ccncc1,3%,4%,-6%,8%,-11,8%,9%,i,-9%
CCn1nc(C(=O)NNS(=O)(=O)c2cc(/C=C/C(=O)O)cc(OC)c2OC)c2ccccc2c1=O,-8%,3%,-5%,12%,16,0%,7%,i,5%
O=C1Nc2c(c(=O)[nH]c(=O)n2Cc2ccccc2)C1(NS(=O)(=O)c1ccccc1)C(F)(F)F (stereo unspecified),-1%,2%,1%,16%,-3,-11%,3%,i,-10%
COc1ccc(OC)c(CCNc2nccn(-c3ccc(C)c(C)c3)c2=O)c1,-29%,10%,.,.,.,.,.,i,1%
O=P(c1ccc2c(c1)OCCO2)(N1CCOCC1)N1CCOCC1,-2%,8%,-1%[9.22 µM],12%,9,-2%,8%,i,0%
O=C(NCCS(=O)(=O)NCc1ccccc1Cl)c1ccccc1,-1%,-12%,-4%,0%,12,5%,7%,i,3%
O=C(O)c1cc2cc(Cl)cc(Cl)c2oc1=O,-74%,0%,-2%,1%,-15,?,-3%,.,7%
COCCSc1ccccc1C(=O)Nc1cc([N+](=O)[O-])ccc1OC,15%,.,-1%,-3%,-15,-4%,0%,i,-3%
CCN(CC)c1ccc(C(=O)N/N=C(\C)c2cccnc2)cc1,10%,-3%,-4%,-2%,-3,20%,-5%,i,7%
CCCn1c(SCc2ccccc2)nc2c1c(=O)[nH]c(=O)n2C,-12%,1%,4%,-16%,-12,3%,-15%,i,-27%
CCCOc1ccc(C(=O)N2CCN(c3ccc(N)cc3Cl)CC2)cc1,-21%,-16%,-55%[inhibitor],12%,-10,14%,-2%,i,-2%
O=C1NN(c2ccccc2)C(=O)C2C3C=CC(C4CC34)C12 (stereo unspecified),-6%,6%,2%,-6%,-1,-18%,-9%,i,3%
O=C(Nc1cccc(-n2cnnn2)c1)c1cnccc1Cl,-22%,.,-7%,0%,-3,-1%,-4%,i,0%
COc1cc(Cn2c3ccc(NC(=O)CCc4ccc(O)cc4)cc3c(=O)n2C)ccc1F,0%,?,.,?,0,.,?,?,5.8µM*
CCOC(=O)c1c(C)[nH]c(C(=O)COC(=O)c2cnccn2)c1C,2%,0%,-10%,-11%,-2,?,1%,i,-14%
CCCCCCC(=O)NNC(=O)c1c(O)c2ccccc2n(CCC)c1=O,2%,-12%,1%,12%,27,?,8%,i,-11%
O=C(CCc1ccccc1)N/N=C\c1cc2c(cc1Br)OCO2,-24%,-4%,3%,4%,3,15%,3%,?,3%
COc1ccc(CCN2CC(C(=O)Nc3ccc4c(c3)OCO4)CC2=O)cc1OC (stereo unspecified),-40%,-1%,-13%,-2%,21,-2%,-2%,i,6%
CC(NC(=O)C1CCCC1)C1CC2CCC1C2 (stereo unspecified),-2%,24%,-1%,22%,12,-7%,7%,i,15%
O=C(Nc1nc(-c2ccc([N+](=O)[O-])cc2)cs1)C1=COCCO1,36%,.,.,-1%,-8,.,9%,i,6%
COc1ccc(C)cc1-n1nnnc1SCc1nc(N)nc(N(C)C)n1,-37%,-20%,.,?,-12,.,?,i,0%
O=C(COC(=O)c1cccnc1Cl)Nc1cc(S(=O)(=O)N2CCCCCC2)ccc1Cl,5%,2%,0%,3%,-3,0%,2%,i,11%
Cc1ccc(NC(=O)CCS(=O)(=O)c2cccc3nonc23)cc1Cl,-5%&0%,-11%&-18%,30%,-4%,15,3%,-1%,i,-6%&1%
Cc1ccc(C)c(C(=O)CN2C(=O)NC3(CCc4ccccc43)C2=O)c1 (stereo unspecified),-20%,4%,-10%,3%,4,13%,-5%,i,1%
COc1ccc(Cl)cc1N(CC(=O)N1CCCCCC1)S(C)(=O)=O,8%,-23%,-2%,12%,2,-1%,14%,?,10%
COc1ccccc1NC(=O)Nc1nc(CC(=O)NC2CCCC2)cs1,-23%,13%,3%,-3%,-8,-1%,7%,i,-2%
COc1ccc(N2CCN(C(=O)COC(=O)CCOc3ccc(C(C)(C)C)cc3)CC2)cc1,9%,-10%,-3%,9%,4,9%,8%,i,-1%
CCN(CC(=O)Nc1sc2c(c1C#N)CCCC2)CC(=O)NC1CCS(=O)(=O)C1 (stereo unspecified),-3%,4%,8%,5%,-2,-3%,8%,i,-7%
O=C(Cn1ncc2c3ccccc3n(Cc3ccccc3F)c2c1=O)NC1CCCCCC1,7%,14%,.,.,.,.,.,i,9%
COC(=O)CCC(=O)NNC(=O)CCC(=O)Nc1cccc(Cl)c1C,4%,.,1%,5%,0,1%,3%,i,-6%
CCOCCCNS(=O)(=O)c1ccc2c(c1)OCCO2,32%,-1%,-1%,22%,24,1%,17%,i,-4%
O=C(O)c1ccc(NC(=O)C2(c3ccccc3)CCCC2)cc1,36%,1%,?,6%,-1,?,26%,i,13%
CCCN(CCC)S(=O)(=O)c1ccc(C(=O)N2CCCc3ccccc32)cc1,3%,-3%,?,3%,-13,23µM*,4%,i,?
COc1ccc(C(C)(C)NC(=O)C2CCC(=O)N(CCCN3CCCC3=O)C2)cc1 (stereo unspecified),8%,0%,33%,10%,13,3%,-1%,?,16%
COc1ccc(-n2ncc3c2CC(C)(C)CC3NC(=O)C2CCN(C(C)=O)CC2)cc1 (stereo unspecified),8%,10%,?,-2%,-1,0%,-3%,i,9%
O=C(NCC1CCCN(C(=O)NCc2ccccc2)C1)c1ccc2c(c1)OCO2 (stereo unspecified),0%,.,-45%[inhibitor],4%,14,-15%,3%,i,1%
O=C(CSc1nnc(-c2ccccn2)o1)Nc1ccccc1C(F)(F)F,7%,31%,-3%,13%,-3,-6%,20%,i,3%

# Part of the list above with just ATXN2 expr inh and HT1080 IDH1KD tx.
Structure	ATXN2 expr inh	HT1080 IDH1KD tx
COc1ccc(C)cc1-n1nnnc1SCc1nc(N)nc(N(C)C)n1	-20%	?
O=C(COC(=O)c1cccnc1Cl)Nc1cc(S(=O)(=O)N2CCCCCC2)ccc1Cl	2%	3%

# Further structures follow:
SMILES,HepG2 tox,ATXN2 expr inh,SW480 rerep,HT1080 IDH1KD tx,IL-1B inflam inh,MCF10A rereplic,HT1080-NT tox,S2 tox,KB-3-1 cytotox
O=C(CCCc1ccccc1)Nc1ccnn1C1CCN(Cc2ccccn2)CC1,15%,-8%,-8%,-17%,i,-1%,-5%,i,0%
O=C1c2cccc(Sc3ccccc3)c2C(=O)c2c(Sc3ccccc3)cccc21,27%,-4%,-88%[inhibitor],13%,-8,-36%[inhibitor],13%,i,-2%
CCOc1ccccc1C1CC(=O)NC(SCC)=C1C#N (stereo unspecified),1%,1%,38%,6%,-11,3%,7%,i,12%
CCCS(=O)(=O)NC(=O)C1(C)CCCN(C(=O)c2ccc(SC(F)(F)F)cc2)C1 (stereo unspecified),-3%,-11%,.,1%,55,.,22%,i,0%
Cc1ccc(N/C=C2\CCCCC2=O)nc1,-3%,8%,1%,2%,-11,1%,5%,i,-9%
CN(C)c1cccc(C(=O)Nc2nnc(Cc3ccccc3)s2)c1,-1%,13%,10%,-4%,16,14%,-20%,i,5%
Nc1nc(N2CCN(c3cccc(Cl)c3)CC2)n[nH]1,-10%,-6%,-9%,6%,-4,0%,-1%,i,?
COc1ccc(COC(=O)C2=C(C)NC(=O)NC2c2cccc(OC)c2OC)cc1 (stereo unspecified),25%,-20%,29%,-12%,4,-3%,7%,i,9%
CN(C)C(=O)c1cccc(-c2cnc3c(NC=O)cc(-c4ccccc4N(C)C)cn23)c1,-35%,?,.,?,24,.,-23%,i,-10%
CCc1noc(-c2ccc(N3CCCCC3C)c([N+](=O)[O-])c2)n1 (stereo unspecified),-33%,7%,.,.,.,.,.,i,-16%
CN(C)S(=O)(=O)c1ccc(Cl)c(NC(=O)CN2CCCCCC2)c1,13%,0%,-1%,3%,15,-10%,4%,i,1%
CC1(C)Cc2c(cnn2-c2ccc(F)cc2)C(NC(=O)CCCN2CCCCC2=O)C1 (stereo unspecified),5%,17%,-2%,7%,6,11%,-1%,?,0%
Cc1cc(C)n2nc(C(=O)OCCOc3ccc(F)cc3)nc2n1,2%,4%,-4%,14%,-50*,-10%,23%,i,10%
O=C(NCCCn1ccnc1)c1ccc(COc2ccccc2)o1,8%,4%,-3%,0%,5,14%,3%,i,0%
Cc1cc(Br)c(NC(=O)CCNC(=O)OCc2ccccc2)cc1C,4%,-26%,-11%,0%,-14,18%,1%,i,-3%
CC(C)Sc1nc(NCc2ccco2)c2c3c(sc2n1)COC(C)(C)C3,2%,48%[activator],-3%,-16%,-17,?,-17%,i,-14%
